Screening results from PubChem.
NPYLR7 ag = activates Aedes aegypti NPYLR7 receptor; HEK293T NPYLR7/Galpha15, GCaMP6s calcium fluorescence; activation, % at 10 µM; 270,000 tested, 0.15% active; AID 1259423; in the data active means activation above about 40%;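 further: 0% = vehicle and 100% = reference agonist at the receptor; some compounds past the cut are filed as inactive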
mcGAS inh = inhibitors of mouse cGAS | recombinant cGAS, Kinase-Glo ATP depletion luminescence | inhibition, % at 12.5 µM | 160,000 tested, 0.15% active | AID 1259399;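 further: 0% = negative control wells and 100% = reference inhibitor with no enzyme activity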
hcGAS inh = blocks human cGAS activity. Q8N884. recombinant h-cGAS, ATP depletion, Kinase-Glo luminescence. inhibition, % at 12.5 µM. 290,000 tested, 0.081% active. AID 1259398;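 further: 0% = vehicle reaction and 100% = reaction without DNA for no activity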
Target sequence (Q8N884 whole entry, looked up): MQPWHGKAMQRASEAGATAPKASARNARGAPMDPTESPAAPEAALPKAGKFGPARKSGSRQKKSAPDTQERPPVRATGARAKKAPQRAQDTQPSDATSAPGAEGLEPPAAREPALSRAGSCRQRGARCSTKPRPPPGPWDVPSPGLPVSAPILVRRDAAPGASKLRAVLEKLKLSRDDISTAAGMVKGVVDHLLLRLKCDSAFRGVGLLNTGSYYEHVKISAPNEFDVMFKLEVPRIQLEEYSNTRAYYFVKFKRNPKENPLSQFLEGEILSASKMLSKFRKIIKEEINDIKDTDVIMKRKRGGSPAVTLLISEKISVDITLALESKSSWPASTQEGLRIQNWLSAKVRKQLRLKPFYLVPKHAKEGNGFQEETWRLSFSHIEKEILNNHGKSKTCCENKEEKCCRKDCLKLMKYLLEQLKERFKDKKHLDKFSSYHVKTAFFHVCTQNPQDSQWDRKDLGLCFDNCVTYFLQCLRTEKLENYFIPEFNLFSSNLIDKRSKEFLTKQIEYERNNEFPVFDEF
* = called active by the depositor; nt = not tested or not shown; & = joins results of further samples. Unless noted, no stated cut-off is given here; in the data, active means inhibition above about 40%; inactive means the rest.

Each structure is followed by: NPYLR7 ag, mcGAS inh, hcGAS inh
- CCOC(=O)c1nn(CCCc2ccccc2)c2c1CN(C(=O)Cn1nc3ccccc3n1)CC2
  6, -16, -4
- CCc1ccc2nc(N(CCCN(C)C)C(=O)c3ccco3)sc2c1
  3, -8, -8
- N#CC(C#N)=Cc1cn(CCC(=O)O)nc1-c1ccc(Cl)cc1
  -10, nt, 1
- O=C(O)Cc1noc2ccccc12
  10, nt, -7
- CS(=O)(=O)Nc1cccc(NS(=O)(=O)c2ccc(F)cc2Cl)c1
  -1, -8, 6
- COc1ccc(-c2nc3ccc(C)cn3c2NC(=O)C2CCCCC2)cc1OC
  -4, -9, -8
- CC1C2=C(CC(C)(C)CC2=O)OC(=N)C1C#N (stereo unspecified)
  2&2, 1, -3&6
- Cc1ccn2c(C(=O)NC3CC(=O)N(Cc4cccc(F)c4)C3)nnc2n1 (stereo unspecified)
  8, nt, -2
- Cc1cccc(CO[C@]2(C(=O)NCCN3CCOCC3)CC(OCc3ccc(F)cc3)[C@@H]3OC(C)(C)O[C@@H]3C2)c1 (stereo partly specified)
  4, -4, 2
- CC1(C(=O)NS(=O)(=O)c2ccc(Cl)cc2)CCN1C(=O)c1ccc(C2CCCCC2)cc1 (stereo unspecified)
  3, nt, -6
- O=C(COc1c(F)c(F)c(F)c(F)c1F)N1CCN(c2nccc(-c3ccco3)n2)CC1
  21, -4, -4
- COc1ccc(Nc2nc(-c3cccnc3)nc3ccccc23)cc1
  0, -3, 2
- CN1CCC(NCCN(C)S(C)(=O)=O)CC1
  -5, -11, -1
- Cc1nn(CCC(C)C)c2c1C(CCc1ccccc1)CC(=O)N2 (stereo unspecified)
  4, -15, -5
- CCCn1nccc1NC(=O)COC(=O)c1ccc(OC)nc1
  7, -18, -5
- Cc1cc(Oc2ccc(Cl)cc2)nc(SCc2cccc(Cl)c2)n1
  1, -7, -8
- CCCCNCC(=O)Nc1sc2c(c1C(N)=O)CCC2
  1, -3, -3
- CCNc1nc(C)c(C(=O)N(C)C(C)c2cccs2)s1 (stereo unspecified)
  -5, -2, -2
- O=C(Nc1cc(Cl)cc(Br)c1O)c1cnc[nH]1
  3, -4, 9
- CC1(C)CC(NC(=O)CC2CCCCC2)CC(C)(C)N1
  nt, -4, -8

Each structure is followed by: NPYLR7 ag, mcGAS inh, hcGAS inh
- CC(C)NC(=O)c1cc(-c2ccc(F)cc2)n2nc(-c3ccccc3)cc2n1
  -16, -4, -3
- N#Cc1ccc(C(=O)N(CC(N)=O)c2ccccc2)cc1
  8, -9, -13
- OCCCn1cnc(-c2ccccc2)c1-c1cccn1-c1ccccn1
  12, nt, -4
- CCOC(=O)C1(Cc2ccccc2F)CCCN(Cc2cnc(SC)nc2)C1 (stereo unspecified)
  5, nt, -9
- N#CC1(c2ccccc2)CCN(C(=O)C2CC=CCC2C(=O)NC2CCN(Cc3ccccc3)C2)CC1 (stereo unspecified)
  -7, nt, -4
- S=C(NCCCN1CCOCC1)NN=Cc1ccsc1
  5, -5, -8
- Cc1ccccc1OCC(O)CN(Cc1ccc2c(c1)OCO2)Cc1cccs1 (stereo unspecified)
  1, -5, -4
- COCCN(CC(=O)N(CCc1c[nH]c2ccccc12)Cc1ccc(F)cc1)C(=O)Nc1ccc(C)c(Cl)c1
  nt, -5, -8
- COc1ccc(CCN(C)CCCC(C#N)(c2ccc(OC)c(OC)c2)C(C)C)cc1OC (stereo unspecified)
  1&-12&4&5&-3, -4&-3, -1&-4&-2&10&1
- O=C1NC(=S)N(c2ccccc2Cl)C12CCCCC2
  11, nt, -11
- O=C(CN1CN(c2ccccc2)C2(CCN(C(=O)C(c3ccccc3)c3ccccc3)CC2)C1=O)NCc1cccc(C(F)(F)F)c1
  22, -3, -5
- Cc1ccc2c(=O)c(C(=O)NC3CCCc4occc43)cn(C)c2n1 (stereo unspecified)
  6, nt, -17
- N#CCCN(C(=O)CSc1nnc2n1CCCCC2)c1cccc(Cl)c1
  0, nt, -4
- Cc1nc(C)c(CCNc2ccc(S(N)(=O)=O)cc2C#N)s1
  5, nt, 0
- Cc1[nH]n(-c2nc(-c3ccccc3)cs2)c(=O)c1N=Nc1ccc(F)cc1
  -5, -4, 1
- CCOc1ccc(NC(=O)NC(C)(C)Cc2c[nH]c3ccccc23)cc1
  5, 2, 1
- CCC(C(=O)N(CCOC)CC(=O)N(CCc1c[nH]c2ccccc12)Cc1ccc(C(F)(F)F)cc1)c1ccccc1 (stereo unspecified)
  nt, -6, -3
- Cc1ccc(C(=O)N2C(C(=O)NCc3ccncc3)COC23CCN(C(=O)Cc2cccs2)CC3)cc1 (stereo unspecified)
  0, 1, 0
- O=C(CSc1nnc(-c2cccs2)o1)N1CCc2ccccc2C1
  nt, -8, -10
- CN(CCNC(=O)C1(c2ccccc2F)CC1)S(C)(=O)=O
  -4, nt, -2

Each structure is followed by: NPYLR7 ag, mcGAS inh, hcGAS inh
- CCN1CCN(C(c2ccc(OC)cc2)C2Sc3nc(C)nn3C2=O)CC1 (stereo unspecified)
  1, nt, -8
- C=CCn1c(N)c(S(=O)(=O)c2ccccc2)c2nc3ccccc3nc21
  -5, nt, -5
- N#CCC(=O)Nc1ccc(C(=O)Nc2cccc(Cl)c2)cc1
  -5, 0, 7
- CN1CCC(C)(CNC(=O)c2ccc(Cn3cccn3)o2)C1 (stereo unspecified)
  20, nt, -3
- NC(=O)Nc1cccc(CNC(=O)CCc2ccccc2Br)c1
  9, nt, -2
- CC(C)Cn1c(=O)[nH]c(=O)c2c1nc1n2CCCCC1
  -15&2, nt, -11&-8
- CCOC(=O)c1nc2ccccc2nc1N1CCN(C(=O)CCC(=O)OC)CC1
  nt, -4, -4
- COc1ccccc1CN1CC(C(=O)NCCc2ccccc2Cl)CCC1=O (stereo unspecified)
  -11, nt, -3
- CCc1ccc(CN(C)C(=O)Cc2ccc(S(=O)(=O)N3CCCC3)s2)cc1
  13, nt, -9
- COC(=O)Nc1cccc(OCC(=O)NCc2ccc(F)cc2)c1
  2, -16, -8
- O=C(NCC1COc2ccccc2O1)c1ccc(Nc2cccc(C(F)(F)F)c2)nc1 (stereo unspecified)
  -14, nt, -2
- CCCCCCCC(=O)N1CCN(c2nc(Cc3ccccc3)ns2)CC1
  -2, -2, -1
- O=C(NC1CCN(C(=O)Cc2ccc3c(c2)CCC3)CC1)c1ccncc1
  1, nt, -1
- Cn1nc(-c2cccnc2)cc1N
  0, -5, -2
- CCS(=O)(=O)c1ccc2oc(-c3cccc(O)c3)nc2c1
  8, -8, -10
- COc1ccc(CN(CC(C)C)CC(O)c2ccccc2)cc1 (stereo unspecified)
  -2, -8, -7
- CSCCCNC(=O)c1ccc(-c2ccc(F)c(F)c2)s1
  27, -8, -7
- COC(=O)c1cc(S(=O)(=O)N2CC(C)OC(C)C2)c(Br)s1 (stereo unspecified)
  -4, nt, -6
- O=C(c1ccc(Cl)c(F)c1)N1CCOC(Cc2ccccc2)C1 (stereo unspecified)
  25, nt, -5
- C=CCn1c(=O)c2c(nc3n2CCN3c2ccc(Cl)cc2)n(C)c1=O
  0, nt, -10

4 compounds already listed, sorted by molar mass, descending:
Each structure is followed by: NPYLR7 ag, mcGAS inh, hcGAS inh
- COCCN(CC(=O)N(CCc1c[nH]c2ccccc12)Cc1ccc(F)cc1)C(=O)Nc1ccc(C)c(Cl)c1
  nt, -5, -8
- COc1ccccc1CN1CC(C(=O)NCCc2ccccc2Cl)CCC1=O (stereo unspecified)
  -11, nt, -3
- N#CC(C#N)=Cc1cn(CCC(=O)O)nc1-c1ccc(Cl)cc1
  -10, nt, 1
- CC(C)Cn1c(=O)[nH]c(=O)c2c1nc1n2CCCCC1
  -15&2, nt, -11&-8

The list goes on.
Each structure is followed by: NPYLR7 ag, mcGAS inh, hcGAS inh
- O=C(NCc1ccc2c(c1)OCO2)c1ccc(-c2cc(-c3cccc(C(F)(F)F)c3)n[nH]2)cc1
  0, -8, -9
- Cc1oc(-c2ccccc2NS(C)(=O)=O)nc1CN(C)Cc1ccc(OC(F)F)cc1
  9, -25, 0
- O=C(c1nnc(-c2ccccc2)o1)N1CCN(C(c2ccccc2)c2ccc(Br)cc2)CC1 (stereo unspecified)
  27, -6, -12
- CC(=O)N1CCCC(CNC(=O)Nc2nnc(-c3cccs3)s2)C1 (stereo unspecified)
  5, -14, -7
- NC(=O)C1CCN(C(c2ccccc2)C2Sc3nc(-c4ccco4)nn3C2=O)CC1 (stereo unspecified)
  8, -8, -5
- OC1CCCN(c2ccnc(N3CCC(O)(Cc4ccccc4)CC3)n2)C1 (stereo unspecified)
  3, -16, -2
- CC(=O)c1cc(C(c2csc(C(C)=O)c2)c2csc(C(C)=O)c2)cs1
  -3, nt, -4
- CCn1c(=O)n(CC(=O)NC(C)c2cccs2)c2ccccc21 (stereo unspecified)
  0, -5, -12
- COc1cccc(-c2nc3ccccn3c2NC(=O)C(C)(C)CCl)c1
  -5, -8, -7
- CC1CN(c2ccc(NC(=O)NCc3ccc(-n4cncn4)nc3)cc2F)CC(C)O1 (stereo unspecified)
  0, nt, 0
- Cc1cc(Oc2cnn(-c3cccc(F)c3)c(=O)c2Nc2cccc(C(=O)N3CCCC3)c2)ccc1Cl
  9, -5, -8
- CCOc1cc(/C=N\n2cnnc2)cc(Br)c1OCc1ccccc1
  -10, nt, -5
- Cn1ncc([N+](=O)[O-])c1C(=O)Nc1ccccc1C#N
  3, 2, 0
- CCCCCCCCCCCCCCCC(=O)OC[C@H](NC(=O)C(Cl)Cl)[C@H](O)c1ccc([N+](=O)[O-])cc1
  2, nt, 4
- O=C(c1cc(=O)c2ccccc2o1)N1CCN(Cc2nc(-c3cccs3)cs2)CC1
  -11, -10, -5
- Cc1cnc(NC(=O)c2ccc(N(C)C3CCCCC3)cc2)s1
  1, -8, -12
- CCC(C)C(NC(=O)C(c1ccccc1)c1ccccc1)C(=O)Nc1nnc(-c2cccc(OC)c2)s1 (stereo unspecified)
  16, -6, -3
- CCOC(=O)C1CSCCN1Cc1coc(-c2ccc(OC)cc2)n1 (stereo unspecified)
  5, nt, -2
- COc1ccc(-c2cccc(-n3cncc3C(=O)NCc3ccc(S(N)(=O)=O)cc3)c2)cc1OC
  3, -4, -3
- Cc1cc(-n2cnnc2CCc2ccccc2)n(C)n1
  11, nt, -1

Each structure is followed by: NPYLR7 ag, mcGAS inh, hcGAS inh
- CN(CCn1ccc2ccccc21)C(=O)C1=NNC(=O)CC1
  10, nt, -8
- COCOc1cccc(CN2CCC2(C)C(=O)N2CCN(C(C)=O)CC2)c1 (stereo unspecified)
  5, nt, -12
- O=C(NC1CC1)c1cc2n(n1)CCN(c1cc(N3CCCCC3)ncn1)C2
  5, nt, -6
- O=C(O)Cc1c(C(=O)O)nnn1-c1ccc(Br)cc1
  0, nt, -12
- O=C(C1CCN(S(=O)(=O)N2CCOCC2)CC1)N1CCCC1
  7, nt, -9
- O=C(NCCCNc1cc(=O)oc2ccccc12)c1cccnc1
  17, nt, -1
- c1ccc(Nc2nccc3[nH]c(-c4ccccc4)nc23)cc1
  -3, 0, 3
- COc1cc(C)c(S(=O)(=O)N(C)c2ccccn2)c(C)c1
  1, nt, -15
- O=C(CSc1ccc(NC(=O)c2cccc(F)c2)nn1)NCc1ccccc1
  2, nt, 6
- O=S(=O)(c1ccc(SCc2cc(Cl)c3c(c2)OCCO3)nc1)N1CCCC1
  8, nt, -5
- Cc1nc2ccccc2nc1N1CCN(C(=O)COc2ccc(Cl)cc2)CC1
  19, -7, -5
- O=C(CN1Cc2ccccc2C1)Nc1cc(C2CCCC2)[nH]n1
  3, nt, 0
- COC(=O)Cn1cnc2c(nnn2Cc2ccc(Cl)cc2)c1=O
  3, nt, -2
- CC(O)c1nc2ccccc2n1Cc1ccc(Cl)cc1Cl (stereo unspecified)
  1, -5, -8
- COc1ccc2cc(C3CN(Cc4ncccc4C)CCO3)ccc2c1 (stereo unspecified)
  6, -12, -4
- CCC(=O)Nc1cc(Cl)ccc1C(=O)NC(C)CCn1cccn1 (stereo unspecified)
  -1, nt, -11
- CN1CCC(NC(=O)c2cc3cc(C(F)(F)F)ccc3n2C)C1=O (stereo unspecified)
  1, nt, -7
- N#Cc1cccc(OC2CC3CCC(C2)N3C(=O)c2ccc(CSc3nnc(-c4ccncc4)o3)cc2)c1 (stereo unspecified)
  2, -8, -15
- CC1CN(c2cc(Cl)nc(SCC(=O)N3CC4(C)CC3CC(C)(C)C4)n2)CCN1C(=O)c1ccccc1F (stereo unspecified)
  11, -4, -3
- O=C(Cc1cccs1)N1CCC(n2c(Cc3ccccc3)nc3ccccc32)CC1
  6, -9, -5
- COc1ccc(CC(=O)NCc2cccnc2-n2ccnc2)c(OC)c1
  1, nt, -3
- O=C(Nc1ccccc1)c1cc(S(=O)(=O)Nc2ccccn2)ccc1Br
  -11, -8, -7

Individual results from the entries so far.
`CN(CCn1ccc2ccccc21)C(=O)C1=NNC(=O)CC1` in NPYLR7 ag shows 10
`O=C(Cc1cccs1)N1CCC(n2c(Cc3ccccc3)nc3ccccc32)CC1` in NPYLR7 ag shows 6
`COC(=O)Cn1cnc2c(nnn2Cc2ccc(Cl)cc2)c1=O` in NPYLR7 ag shows 3

Retrieved by structure from above:
Each structure is followed by: NPYLR7 ag, mcGAS inh, hcGAS inh
- Cc1nc2ccccc2nc1N1CCN(C(=O)COc2ccc(Cl)cc2)CC1
  19, -7, -5
- O=C(NC1CC1)c1cc2n(n1)CCN(c1cc(N3CCCCC3)ncn1)C2
  5, nt, -6
